Abeta yeast res – restores growth of yeast expressing A-beta42 peptide. yeast expressing A-beta42, growth rescue, OD600, 48 h; response scale: 0% DMSO, 100% iron-clioquinol control. Potency, µM (top dose mostly 46.1 µM), for inactives: at the highest dose growth rescue, hits mostly activators. 410,000 compounds, 0.063% hits. AID 1347071; also: potency is read from the fitted curve at half-maximal effect; nearly all actives have a fitted effect of over 55% in size
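Yeast A-beta toxicity model in growth medium with pinned compounds, 48 h at 30 C; growth read as absorbance at 600 nm. Normalized to FeCl3/clioquinol equimolar mix (positive) and DMSO (negative).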
HepG2 viability – HepG2 cytotoxicity, counter-screen for TGF-b inhibitors; HepG2 CAGA-GFP viability, ATP luminescence, 18 h; Potency, µM (top dose mostly 46.1 µM), for the others: at the top dose activity change, negative = cytotoxicity, actives largely listed as cytotoxic; 410,000 compounds, 0.76% hits; also: potency is read from the fitted curve at half-maximal effect; some results filed as inactive show a strong effect at the top dose
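CellTiter-Glo luminescence gave cytotoxicity after 18 hours at 37 degrees C. The cells were HepG2 CAGA-GFP in 1% FBS DMEM, stimulated with 500 pg/mL TGF-beta after compound addition. %Activity was normalised to no-cell wells (complete cell-killing) and DMSO (no toxicity), and curves were fitted and classified.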
Nrf2 activator – activates Nrf2 signaling; AREc32 ARE-luciferase reporter (MCF7-derived line), luminescence, 24 h; Potency, µM (top dose mostly 46.1 µM), for inactives: top-dose activation, most hits filed as activators; 410,000 compounds, 0.31% hits; also: potency is read from the fitted curve at half-maximal effect; % of control where 0% means no effect; nearly all actives have a fitted effect of over 65% in size
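ARE-driven firefly luciferase activity in AREc32 cells measured after a 24 hr compound exposure at 37 deg C, using Steady-Glo reagent and a 30 min room-temperature hold.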
Akt phos inh – Akt phosphorylation inhibition | Neuro2A IGF-stimulated pAkt S473 HTRF, 20 min; stronger effect = lower value | activity change, % for hits at 50 µM | 360,000 compounds, 0.32% hits; in the data active = activity change below about -80%; inconclusive = mostly about -51% to -80%; also: % is scaled to controls: 0 for no effect and ±100 for the full control effect
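Neuro2A cells (4,500/well, DMEM with 0.5% FBS) were treated with compound at a single 50 µM final concentration, stimulated with 6 nM IGF for 20 min at 37 °C, and lysed. Phospho-Akt Ser473 was read by HTRF as 665/615 ratio ×10^4.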
CCT chaperon mod – modulators of cytosolic chaperonin (CCT/TRiC) activity | purified chaperonin ATPase assay, HTRF ADP detection, 30 min | activity change, % (concentration not given with the values), hits read low | 360,000 compounds, 0.3% hits | AID 651819; in the data active = activity change below about -30%; also: % is scaled to controls: 0 for no effect and ±100 for the full control effect
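Enzyme 40 or 20 nM (batch-dependent) in Tris pH 7.4/KCl/MgCl2/DTT; cpd 76 uM single point; ATP 10 uM; 30 min 37 °C; Transcreener ADP HTRF detection, 30 min RT; ratio 665/615.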
Nrf2 block – Nrf2 pathway inhibition | A549 ARE-Fluc reporter, luciferase luminescence, 18-24 h | Potency, µM (titrated, usually from 46 µM), for inactives: at the highest dose activity change, negative = inhibition, most hits filed as inhibitors | 360,000 compounds, 2.1% hits; also: potency is read from the fitted curve at half-maximal effect; % is scaled to controls: 0 for no effect and ±100 for the full control effect; nearly all actives have a fitted effect of over 60% in size
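Nrf2 function is reported as luminescence of an ARE-controlled luciferase in A549 cells. Compounds were tested at several concentrations, and a CellTiter-Fluor read on the same wells flagged cytotoxicity.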
MmCpn inh – blocks the Methanococcus maripaludis chaperonin Mm-Cpn; purified Mm-Cpn ATPase, ADP Transcreener TR-FRET; Potency, µM (top dose mostly 76.9 µM), for the others: top-dose activity, negative = inhibition, actives largely listed as inhibitors; 330,000 compounds, 0.031% hits; AID 504842; also: potency is read from the fitted curve at half-maximal effect; % is scaled to controls: 0 for no effect and ±100 for the full control effect; nearly all actives have a fitted effect of over 80% in size
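Reaction buffer contained 30 mM Tris pH 7.4, 100 mM KCl, 5 mM MgCl2 and 1 mM DTT. Mm-CPN (25 nM final) hydrolysed 10 uM ATP over 30 min at 37°C; ADP was read by HTRF.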
TGFb inhibitor – inhibitors of TGF-b signaling; HepG2 CAGA-GFP TGF-b/SMAD3 reporter, GFP fluorescence, 18 h; TGF-beta stimulated, 500 pg/mL final; Potency, µM (doses to about 46.1 µM), for the others: top-dose activity, negative = inhibition, actives largely listed as inhibitors; 410,000 compounds, 1.2% hits; AID 588855; also: potency is read from the fitted curve at half-maximal effect; % is scaled to controls: 0 for no effect and ±100 for the full control effect; nearly all actives have a fitted effect of over 65% in size
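HEPG2 CAGA-GFP cells (1000/well, DMEM with 1% FBS) were pre-incubated 2 h at 37 degrees C, given compound by pin tool, then stimulated with TGF-beta at 500 pg/mL final for 18 h before per-cell GFP fluorescence imaging.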
A549 viability – kills or reduces viability of A549 cells in Nrf2 counter-screen; 390,000 compounds, 0.16% hits; Potency, µM (top dose mostly 46 µM), for the others: at the top dose activity change, negative = cytotoxicity, most hits filed as inhibitors; A549 ARE-Fluc cells, CellTiter-Fluor viability, 18-24 h; AID 504648; also: potency is read from the fitted curve at half-maximal effect; % is scaled to controls: 0 for no effect and ±100 for the full control effect
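A549 ARE-Fluc cells in 5% FBS OPTI-MEM, 5000 cells/well, rested 2 h then exposed to compounds in concentration-response for 18-24 h at 37 °C. Viability by CellTiter-Fluor fluorescence (Ex 405/Em 525) after 30 min; luciferase luminescence (BugLite, 15 min, RT) read afterwards.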
* = called active by the depositor; i = inactive; ? = inconclusive; / = not tested or not shown; & = joins results of further samples; [ ] = remark or other dose. Unless noted, calls follow the shape of the dose curve; as a rule, active = well fitted curve in the direction sought with a large enough effect; inconclusive = small, poorly fitted or top-dose-only effect, or another doubt; inactive = no such curve, though single readings can be large; an effect the other way counts as inactive or inconclusive.

Compound | Abeta yeast res | HepG2 viability | Nrf2 activator | Akt phos inh | CCT chaperon mod | Nrf2 block | MmCpn inh | TGFb inhibitor | A549 viability
COc1ccc(NC2=C(NC(C)=O)C(=O)c3ccccc3C2=O)cc1 | -5% | -24% | -0.9% | i | -5.1 | -15% | -5% | -35% | -18%
O=C(O)CCC(=O)Nc1ccc(NC(=O)c2ccc(Cl)cc2Cl)c(Cl)c1 | -17% | 1% | -0.8% | i | -135* | -11% | -11% | -1% | 2%
CC(=O)c1ccc(N2CCN(C(=O)COc3ccc(F)cc3)CC2)c(F)c1 | -19% | -1% | 2.5% | i | -2.8 | -23% | -1% | 3% | 0%
CCOc1cc(/C=C2/C(=O)N(c3ccccc3)N=C2C)ccc1OC(=O)c1ccco1 | 19% | 1% | 2.9% | i | -2.8 | -19% | -2% | -7% | /
COCCN(Cc1ccco1)C(=O)Cn1ncc2c(=O)oc3ccccc3c21 | 11% | 1% | 4.3% | i | 1.8 | 5% | -2% | -2% | -3%
CC1CCCN(Cc2nc3c(c(=O)n(C)c(=O)n3C)n2CC(N)=O)C1 (stereo not given) | 10% | 1% | 0.0% | i | -3.2 | 9% | 1% | -17% | 12%
COc1ccc2c(CNCc3cccs3)c(C(=O)O)n(Cc3ccccc3C)c2c1 | 3% | -8% | 0.2% | / | / | 9% | / | 2% | -11%
CC1CC(C)CN(CC(O)COCc2ccccc2)C1 (stereo not given) | -7% | -2% | -0.6% | i | -2.4 | -6% | 1% | 2% | 4%
c1ccc(CN2CCN(c3nc(-c4ccccn4)nc4ccccc34)CC2)cc1 | 5% | -11% | -0.2% | i | 0.1 | 4% | 1% | 7% | -9%
COc1ccc(-c2nsc3c(N4CCN(S(=O)(=O)c5ccccc5F)CC4)ncnc23)cc1 | -7% | -81% | 2.2% | i | -1.3 | 7% | 1% | ? | -1%
COC(=O)c1nnn(-c2nonc2N)c1CSc1nc2ccccc2s1 | -7% | -1% | -0.4% | i | -0.6 | 7% | 0% | 1% | -4%
COc1ccc(CNC(=O)c2ccc3c(c2)CCN3S(=O)(=O)c2ccc(Cl)cc2)cc1 | 5% | -3% | 3.9% | / | / | ? | / | -17% | 6%
COc1ccc(C2C(C#N)=C(N)Oc3cc(O)ccc32)cc1Cl (stereo not given) | -14% | -24% | 3.5% | i | -1.0 | 17% | -2% | ? | -1%
COc1ccc(CC(=O)Nc2cccc3ccccc23)cc1OC | 0% | -17% | -0.4% | i | -1.6 | ? | -4% | -16% | 0%
NC(=O)C1CCN(CC(=O)Nc2cccc(C(=O)Nc3cccc(C(F)(F)F)c3)c2)CC1 | 1% | -45% | 1.7% | i | 0.5 | ? | 1% | -29% | 1%
COc1ccc(C(=O)COc2nc(C)cc(C)c2C#N)cc1 | 18% | -17% | 2.4% | i | -1.4 | 6% | -2% | -5% | -1%
COc1ccc(NC(=S)Nc2ccc3nccnc3c2)cc1 | -1% | 0% | 9.0% | i | -1.4 | -25% | -1% | -5% | -2%
Cc1c(C(=O)NCc2ccc(Cl)cc2)sc2nc3n(c(=O)c12)CCCC3 | -26% | -15% | 3.1% | / | / | 16% | / | / | ?
COc1ccc(N2CCN(c3ncnc4scc(-c5ccc(C)cc5)c34)CC2)cc1 | -61%[inhibitor] | 2% | 4.6% | i | -2.3 | -22% | -4% | -15% | 12%
O=C1N(CCCCN2C(=O)C3(OCCO3)c3ccccc32)c2ccccc2C12OCCO2 | -2% | -37% | -0.2% | i | -1.3 | -20% | -2% | 0% | -12%
O=S(=O)(/C=C/c1ccccc1)n1cnc2ccccc21 | 10% | 9% | 0.2% | -118%* | 0.5 | -2% | 0% | -4% | -6%
CCCc1[nH]n(-c2nc3ccccc3s2)c(=O)c1C=NCCCOC | 7% | -46% | -0.2% | i | -2.3 | 10% | 4% | -18% | -2%
O=C(O)CCN1C(=O)C2C3c4ccccc4C(c4ccccc43)C2C1=O (stereo not given) | 20% | 1% | 0.2% | i | -1.2 | -2% | 0% | 6% | -3%
O=C(O)c1cc(NS(=O)(=O)c2ccc(N3CCCCC3)c([N+](=O)[O-])c2)cc(C(=O)O)c1 | 3% | -65% | -0.3% | i | 0.8 | 10% | -2% | -2% | -1%
COc1ccc(N2CCN(C(=O)c3cn(C)c(=O)c4c3c3ccccc3n4C)CC2)cc1 | 23% | -32% | 0.2% | i | 1.0 | 0% | 0% | 12% | -6%
COc1cc(NC(=O)c2ccc3c(SCC(=O)O)c4c(nc3c2)CCC4)cc(OC)c1OC | 19% | -10% | -0.6% | i | 1.3 | -3% | 0% | 3% | 3%
Cc1cc(C)c(C)c(S(=O)(=O)N2CCC(C(=O)NCc3ccco3)CC2)c1C | 10% | -25% | -0.3% | i | 0.6 | -11% | 0% | -23% | 1%
Cc1ccc(CN(C(=O)COc2ccc(Cl)cc2C)C2CCS(=O)(=O)C2)o1 (stereo not given) | 6% | -15% | 6.4% | / | / | 10% | / | / | 9%
C=CCNS(=O)(=O)c1cc(S(=O)(=O)NCC=C)c(OC)cc1OC | -6% | -19% | 0.3% | i | -5.1 | -2% | 1% | 4% | 8%
CC(=O)Nc1ccc(C(=O)OCC(=O)Nc2ccc(N3CCOCC3)cc2)cc1 | 6% | 7% | -0.2% | i | 0.7 | 13% | 0% | 0% | 0%
O=C(N=NC(=O)c1ccc2c(O)n(C3CCCCC3)c(O)c2c1)c1cccnc1 | -3% | -22% | -0.6% | / | -1.5 | / | 2% | 13% | 6%
COc1cccc(NC(=O)CSC2=Nc3ccccc3C3=NC(CCC(=O)NC4CCCCC4)C(=O)N23)c1 (stereo not given) | 2% | 2% | -0.9% | / | / | / | / | 38%[activator] | 2%
O=C(O)CSc1nc2ccccc2[nH]1 | -11% | 0% | -0.1% | i | 0.3 | -4% | 2% | 10% | 4%
Cc1cc(NC(=O)CS(=O)(=O)c2ccc(Cl)cc2)no1 | -12% | 6% | 0.3% | / | -87* | 7% | 3% | 6% | -9%
CCOC(=O)CSc1nc2ccccc2c(=O)n1CC1CCCC1 | 18% | 3% | 1.8% | i | 0.0 | -5% | -1% | 12% | 0%
O=C(NN=C1CCCC1)c1ccc(O)cc1 | 2% | -7% | -0.7% | i | 0.8 | -10% | 3% | 8% | -2%
CC(C)NS(=O)(=O)c1ccc(OCC(=O)NCc2ccc3c(c2)OCO3)c(Cl)c1 | 7% | -26% | -0.4% | i | -3.6 | / | 2% | -25% | -5%
COc1cccc(-n2c(=S)sc3c(=O)n(-c4ccccc4OC)c(=S)[nH]c32)c1 | 27% | -6% | 2.1% | i | -1.5 | -12% | 1% | 2% | 0%
O=C(O)c1nccnc1C(=O)NCCc1c[nH]c2ccccc12 | 2% | 6% | 0.0% | i | -0.5 | 0% | 2% | 5% | -3%
COC(=O)c1ccc(CNC(=O)[C@@H]2CCCN2S(=O)(=O)c2ccccc2F)cc1 | -3% | -5% | -0.3% | i | -1.7 | -13% | ? | -1% | -1%
Cc1c(NC(=O)c2cc(-c3cccc(Cl)c3)on2)c(=O)n(-c2ccccc2)n1C | -18%&-17% | -37%&-14% | -0.4%&12% | i | -0.4 | -16%&8% | -1% | -9%&-17% | 6%&17%
COc1ccc(S(=O)(=O)N2CCC(O)(c3ccc4c(c3)OCO4)CC2)cc1 | 8% | 1% | 0.3% | i | 1.9 | -16% | 1% | -4% | -1%
CCN(CC)C(=O)C1=C(C)N(CCC2=CCCCC2)C(=O)C(CC(=O)NCCCN(C)C)C1 (stereo not given) | 3% | 6% | 0.3% | i | 1.2 | / | / | 7% | /
Cc1ccc(C(=O)N/C(=C/c2cccc([N+](=O)[O-])c2)C(=O)NC(C)C)cc1 | 11% | -13% | 0.0% | i | -2.0 | 14% | -3% | -5% | 8%
CCOC(=O)c1cn(CC(=O)Nc2ccccc2C(=O)OCC)nn1 | -13% | -5% | 0.5% | i | -3.8 | 6% | -2% | -10% | /
CN1CCN(CC(=O)N2c3ccc(S(=O)(=O)NCCNC(=O)OC(C)(C)C)cc3C(=O)Nc3cccnc32)CC1 | 3% | -18% | -0.4% | / | / | -8% | / | -8% | 0%
COc1ccc(COc2cccc3ccc(C)nc23)cc1F | 4% | -2% | 3.2% | i | -1.9 | 0% | -1% | -5% | 22%
Cc1ccccc1-n1cnnc1SCC(=O)N1CCN(c2ccccc2)CC1 | 13% | 5% | -0.3% | i | -0.6 | -9% | 1% | 0% | -2%
O=C(NCc1cccs1)C1CCCN(S(=O)(=O)c2cccc3cccnc23)C1 (stereo not given) | 0% | -12% | -0.1% | i | -0.9 | -15% | 1% | -2% | -1%
COc1ccc(C(=O)OCc2c(-c3ccccc3)ncc3ccccc23)cc1 | -6% | 0% | 5.3% | i | -0.8 | -19% | -12% | 0% | -1%
Cc1ccc(N2CCN(C(=O)c3ccccc3NC(=O)C3CCCCC3C(=O)O)CC2)cc1 (stereo not given) | 17% | -44% | -0.9% | i | -0.8 | -7% | -1% | -18% | 0%
ClC1(CNc2ccccc2)CCN(Cc2ccccc2)CC1 | 24% | -1% | 2.0% | i | 0.6 | -12% | / | 3% | -10%

2 successive compounds already listed, quoted:
Compound | Abeta yeast res | HepG2 viability | Nrf2 activator | Akt phos inh | CCT chaperon mod | Nrf2 block | MmCpn inh | TGFb inhibitor | A549 viability
Cc1ccc(N2CCN(C(=O)c3ccccc3NC(=O)C3CCCCC3C(=O)O)CC2)cc1 (stereo not given) | 17% | -44% | -0.9% | i | -0.8 | -7% | -1% | -18% | 0%
ClC1(CNc2ccccc2)CCN(Cc2ccccc2)CC1 | 24% | -1% | 2.0% | i | 0.6 | -12% | / | 3% | -10%
